From PubChem
ssDAF-12 act: S. stercoralis DAF-12 nuclear receptor activators, primary screen, cell-based, luminescence, HEK293, GRIP1 co-expression, lit1-tk-luc. Nuclear hormone receptor DAF-12 (Strongyloides stercoralis). HEK293 ssDAF-12/GRIP1 lit1-tk-luc reporter; % of 3 µM dafachronic acid response. activation, % at 6.8 µM. 370,000 tested, 1% active;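 active = activation above the mean over all tested compounds plus 3 SD, cut at about 0.9% in these data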;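 note: 0% = DMSO-only wells and 100% = 3 µM delta7-dafachronic acid wells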
ADAM17 inh: ADAM17 inhibitors, primary screen, biochemical, QFRET | Disintegrin and metalloproteinase domain-containing protein 17 (Homo sapiens), P78536 | recombinant ADAM17, EDANS/DABCYL FRET peptide cleavage | inhibition, % at 6.95 µM | 370,000 tested, 0.83% active | AID 720648, 2013;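 active = inhibition above the mean of compounds lying between control limits plus 3 SD, set per campaign, cut at about 8.5% in these data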;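 note: 0% = DMSO-only wells as the low control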
FXN GAA850 act: FXN promoter activators, primary screen, cell-based, luciferase luminescence, HEK293 lucGAA850; HEK293 lucGAA850 FXN promoter luciferase reporter, 24 h; percent of 10 µM SAHA response; activation, % at 6 µM; 360,000 tested, 0.56% active; AID 540364, 2011;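 active = activation above the average of all compounds screened plus 3 SD, cutoff fixed separately per campaign, cut at about 7.5% in these data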;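 note: 0% = DMSO wells and 100% = 10 µM SAHA wells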
hgDAF-12 ag: H. glycines DAF-12 receptor agonists, primary screen, cell-based, luminescence, HEK293, GAL4 fusion, UAS-luciferase. Nuclear hormone receptor DAF-12 (Heterodera glycines), GAL4 fusion. activation, % at 6.8 µM. AID 687014, 2013. 370,000 tested, 1.8% active. HEK293 GAL4-hgDAF12 UAS-luciferase reporter, agonist luminescence; normalized to butyrate control;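 active = activation above a cutoff set at the mean of all screened compounds plus 3 SD, cut at about 10% in these data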;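 note: 0% = DMSO wells and 100% = sodium butyrate wells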
SMARCA2 activ: SMARCA2 (BRM) function activators, primary screen, cell-based, luminescence, high throughput | activation, % at 9.1 µM | AID 652017, 2013 | MG213 cells, MMTV-luciferase reporter, dexamethasone, overnight | 370,000 tested, 1% active; in the data active = activation above about 7.8%;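 note: 0% = vehicle wells and 100% = reference activator wells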
hcDAF-12 act: H. contortus DAF-12 nuclear receptor activators, primary screen, cell-based, luminescence, HEK293, lit1-tk-luc reporter. HEK293 hcDAF-12 lit1-tk-luc reporter; 0% DMSO, 100% Δ7-dafachronic acid. activation, % at 6.8 µM. 370,000 tested, 1.4% active;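 active = activation above the mean of all tested compounds plus 3 SD, cut at about 5.5% in these data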;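 note: 100% = response to 3 µM Δ7-dafachronic acid high control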
ADAM10 inh: human ADAM10 inhibitors, primary screen, biochemical, QFRET, HTS | recombinant ADAM10, EDANS/DABCYL FRET peptide cleavage, 3 h | inhibition, % at 7 µM | 370,000 tested, 0.62% active | AID 720582, 2013;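 active = inhibition above a per-campaign cutoff equal to the mean of compounds falling between control-based bounds plus 3 SD, cut at about 20% in these data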;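 note: 0% = DMSO wells while the 100% control is not disclosed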
DAX1 inh-1: DAX1 (NR0B1) inhibitors on StAR promoter, primary screen, cell-based, luminescence, SF-1 (NR5A1), full-length DAX-1; HEK293T StAR-luciferase reporter, SF-1/DAX-1 repression relief; inhibition, % at 6.8 µM; 370,000 tested, 1.1% active; AID 652010, 2013;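 active = inhibition above the mean over all tested compounds plus 3 SD, cut at about 3.6% in these data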;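 note: 0% = DAX-1 cells with DMSO and 100% = cells lacking DAX-1 with DMSO; higher inhibition means more luminescence from relief of DAX-1 repression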
DAX1 inh-2: DAX1 (NR0B1) inhibitors, primary screen, cell-based, HEK293, Gal4-DAX1, luciferase luminescence; inhibition, % at 6.75 µM; HEK293 Gal4-DAX1 luciferase reporter; AID 504766, 2011; 340,000 tested, 0.99% active;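 active = inhibition above the mean over all tested compounds plus 3 SD, cut at about 4.2% in these data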;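 note: 0% = DAX1-transfected cells with DMSO and 100% = empty-vector control cells with DMSO; inhibition shows as a rise in luminescence from relieved DAX1 repression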
PG9 Ab binder: binders of HIV-1 gp120 antibody PG9, primary screen, biochemical, TR-FRET; AID 624416, 2012; TR-FRET gp120-PG9 antibody binding; inhibition, % at 6.7 µM; HIV-1 gp120 / PG9 antibody interaction; 360,000 tested, 0.43% active; in the data active = inhibition above about 8.5%
NPR1 activator: GC-A stimulated cGMP production enhancers – HEK293 GC-A cells, cGMP TR-FRET, EC30 ANP, primary screen; Atrial natriuretic peptide receptor 1 (Homo sapiens), P16066; 0% at EC30 ANP, 100% saturating ANP; activation, % at 10 µM; 370,000 tested, 0.14% active; AID 1671463, 2021; in the data active = activation above about 40%
Target sequence (P16066 whole entry, looked up): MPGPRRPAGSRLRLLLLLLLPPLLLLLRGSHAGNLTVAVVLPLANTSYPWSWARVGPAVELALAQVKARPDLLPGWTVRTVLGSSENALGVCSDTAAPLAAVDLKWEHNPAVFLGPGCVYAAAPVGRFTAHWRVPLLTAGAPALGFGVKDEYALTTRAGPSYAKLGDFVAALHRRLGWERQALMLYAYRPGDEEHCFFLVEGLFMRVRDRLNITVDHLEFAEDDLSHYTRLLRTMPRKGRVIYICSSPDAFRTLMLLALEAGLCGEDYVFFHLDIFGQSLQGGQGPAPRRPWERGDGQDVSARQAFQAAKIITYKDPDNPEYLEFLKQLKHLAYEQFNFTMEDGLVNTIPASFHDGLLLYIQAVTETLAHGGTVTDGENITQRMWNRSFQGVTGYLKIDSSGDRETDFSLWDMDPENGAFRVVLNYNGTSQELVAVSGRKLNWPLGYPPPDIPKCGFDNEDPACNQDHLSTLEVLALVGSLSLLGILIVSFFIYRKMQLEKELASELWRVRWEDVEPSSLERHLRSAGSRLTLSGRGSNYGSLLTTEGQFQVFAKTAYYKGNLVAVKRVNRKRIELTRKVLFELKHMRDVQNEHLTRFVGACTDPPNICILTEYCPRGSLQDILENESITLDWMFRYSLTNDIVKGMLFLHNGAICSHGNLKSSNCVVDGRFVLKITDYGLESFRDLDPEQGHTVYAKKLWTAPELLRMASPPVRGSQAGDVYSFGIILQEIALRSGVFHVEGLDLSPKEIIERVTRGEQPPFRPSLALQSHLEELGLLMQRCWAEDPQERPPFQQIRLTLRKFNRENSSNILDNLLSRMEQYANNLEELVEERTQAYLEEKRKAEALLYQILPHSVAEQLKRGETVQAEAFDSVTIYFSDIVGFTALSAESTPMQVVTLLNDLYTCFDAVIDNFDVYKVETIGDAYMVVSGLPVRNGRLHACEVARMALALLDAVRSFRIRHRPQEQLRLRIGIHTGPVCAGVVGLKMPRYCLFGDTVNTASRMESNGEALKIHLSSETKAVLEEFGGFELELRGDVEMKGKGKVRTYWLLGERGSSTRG
* marks the source's active call; other numbers are inactive results; · = not tested or not shown.

Sample of the layout (11 entries):
SMILES	ssDAF-12 act	ADAM17 inh	FXN GAA850 act	hgDAF-12 ag	SMARCA2 activ	hcDAF-12 act	ADAM10 inh	DAX1 inh-1	DAX1 inh-2	PG9 Ab binder	NPR1 activator
O=C(Nc1ccc(F)c(Cl)c1)c1cc(C2CCCCN2C(=O)CCc2ccccc2)on1 (centres undefined)	-1.7	4	-2.8	1.1	-2	-2.3	4	-1.7	·	0.3	2
CCOC(=O)C1=CCC2c3c(c4ccccc4n3C)C(=O)C1N2C(=O)OC(C)(C)C (centres undefined)	-1.1	-5	2.6	0.7	-1	0.4	6	0.7	0.7	1.1	-1
Cc1nn2c(-n3ccnc3)c3c(nc2c1-c1ccccc1)CCC3	-1.6	4	-1.7	-0.5	1	-0.4	13	0.7	1.7	-0.4	-4
COc1ccccc1-n1c(=O)c(C#N)c(-c2ccc([N+](=O)[O-])cc2)c2cc(C(=O)c3ccccc3O)cnc21	-0.7	-1	-4.2	3.3	6	0.3	12	-0.3	-1.3	-1.9	-5
O=C(O)c1cc(Br)ccc1NS(=O)(=O)c1cccc2nsnc12	-1.5	-1	-0.8	0.3	1	1.0	-4	-0.3	-1.3	-0.4	3
COc1ccc(NC(=S)N2CCC(NC(=O)c3ccccc3C)CC2)cc1	-1.2	1	-1.5	0.2	1	-0.5	7	-0.1	-0.9	-2.2	2
c1csc(COc2ccccc2CNC2CCCCC2)c1	-1.4	4	-4.0	0.5	1	-2.2	3	-0.4	-0.1	-0.8	-8
Cc1c(C(=O)NCc2ccco2)oc2c(Cl)cccc12	0.1	6	1.0	-1.1	0	3.1	-9	2.0	0.2	1.4	4
Cc1nn(-c2ccccc2)nc1CNC(=O)CC(C)(C)C	-1.9	-5	1.1	2.3	-4	-1.1	-3	-0.1	0.0	-2.0	1
N/C(Cn1cncn1)=N\OC(=O)c1ccc(Cl)cc1Cl	-1.4	-2	5.3	-2.6	-4	-0.6	0	0.6	-0.2	2.4	9
O=C(Nc1ccc(Cl)cc1)c1cncs1	0.0	2	0.6	4.7	0	5.0	-7	-0.2	0.6	-3.0	4

The whole of this part, repeating the preview:
SMILES	ssDAF-12 act	ADAM17 inh	FXN GAA850 act	hgDAF-12 ag	SMARCA2 activ	hcDAF-12 act	ADAM10 inh	DAX1 inh-1	DAX1 inh-2	PG9 Ab binder	NPR1 activator
O=C(Nc1ccc(F)c(Cl)c1)c1cc(C2CCCCN2C(=O)CCc2ccccc2)on1 (centres undefined)	-1.7	4	-2.8	1.1	-2	-2.3	4	-1.7	·	0.3	2
CCOC(=O)C1=CCC2c3c(c4ccccc4n3C)C(=O)C1N2C(=O)OC(C)(C)C (centres undefined)	-1.1	-5	2.6	0.7	-1	0.4	6	0.7	0.7	1.1	-1
Cc1nn2c(-n3ccnc3)c3c(nc2c1-c1ccccc1)CCC3	-1.6	4	-1.7	-0.5	1	-0.4	13	0.7	1.7	-0.4	-4
COc1ccccc1-n1c(=O)c(C#N)c(-c2ccc([N+](=O)[O-])cc2)c2cc(C(=O)c3ccccc3O)cnc21	-0.7	-1	-4.2	3.3	6	0.3	12	-0.3	-1.3	-1.9	-5
O=C(O)c1cc(Br)ccc1NS(=O)(=O)c1cccc2nsnc12	-1.5	-1	-0.8	0.3	1	1.0	-4	-0.3	-1.3	-0.4	3
COc1ccc(NC(=S)N2CCC(NC(=O)c3ccccc3C)CC2)cc1	-1.2	1	-1.5	0.2	1	-0.5	7	-0.1	-0.9	-2.2	2
c1csc(COc2ccccc2CNC2CCCCC2)c1	-1.4	4	-4.0	0.5	1	-2.2	3	-0.4	-0.1	-0.8	-8
Cc1c(C(=O)NCc2ccco2)oc2c(Cl)cccc12	0.1	6	1.0	-1.1	0	3.1	-9	2.0	0.2	1.4	4
Cc1nn(-c2ccccc2)nc1CNC(=O)CC(C)(C)C	-1.9	-5	1.1	2.3	-4	-1.1	-3	-0.1	0.0	-2.0	1
N/C(Cn1cncn1)=N\OC(=O)c1ccc(Cl)cc1Cl	-1.4	-2	5.3	-2.6	-4	-0.6	0	0.6	-0.2	2.4	9
O=C(Nc1ccc(Cl)cc1)c1cncs1	0.0	2	0.6	4.7	0	5.0	-7	-0.2	0.6	-3.0	4
CC(=O)Nc1cccc(C(=O)OCC(=O)Nc2c(C)nn(-c3ccccc3)c2C)c1	-0.7	-5	0.4	1.4	-2	0.8	0	-0.9	1.5	0.8	0
COc1ccc(OC)c(-c2[nH]nc3c2C(c2ccco2)C(C#N)=C(N)O3)c1 (centres undefined)	-0.9	-11	-1.0	-1.4	2	-2.0	-21	0.8	-0.2	-0.9	-7
Cc1ccc(C(=O)NCCCNCCCNC(=O)c2ccc(C)nc2)cn1	-1.2	4	-0.9	-2.2	-1	-0.1	2	0.9	2.7	0.9	2
CCOC(=O)c1c(C)[nH]c(C)c1S(=O)(=O)N(C)Cc1ccco1	-1.5	1	1.1	2.2	-4	-0.2	3	0.8	0.6	-1.3	-3
COc1ccc(S(=O)(=O)Cc2ccc(C(=O)NC(C)C)o2)cc1	-1.3	0	0.7	-2.2	4	-0.6	-1	0.1	2.3	1.6	-1
CCOC(=O)c1oc2ccccc2c1CN1CCN(C)CC1	-0.6	1	-1.7	0.3	-3	-1.5	-5	-0.3	-0.2	0.2	-3
O=C(NNC(=S)NCC1CCCO1)c1cccc(S(=O)(=O)N2CCOCC2)c1 (centres undefined)	-0.9	1	-1.1	0.4	-3	-0.9	4	-0.3	1.0	0.8	0
COc1ccc([C@H]2[C@@H](C#N)[C@H](C#N)N3CCCN23)cc1	-1.1	0	-0.3	-0.7	2	0.1	-14	-0.4	0.2	-0.2	2
Cn1ccnc1SCC(=O)c1ccc(F)cc1	-0.9	-1	4.3	3.7	-3	1.2	-1	0.7	·	-2.8	0
CC(C)(C)c1ccc(C(=O)N2CCN(CCNC(=O)C(=O)NCc3ccccc3)CC2)cc1	-0.9	-3	0.9	-3.0	-4	-2.2	-6	-1.1	-1.6	0.7	-3
Cc1nc2cc(Cl)c([N+](=O)[O-])cc2s1	-1.6	1	1.4	-2.0	0	-1.7	6	0.0	1.2	0.7	5
Cc1ccc(S(=O)(=O)CCC(=O)OCC(=O)c2ccc(F)cc2)cc1	-1.3	-3	0.7	3.2	-1	1.1	-6	0.5	1.3	0.6	0
COc1nccc(-c2ccc(F)cc2)c1C#N	-0.7	0	0.3	1.6	1	0.0	0	-0.3	0.1	-1.7	2
COc1ccc(C2=NO[C@@H]3C(=O)N(c4c(C)cccc4C)C(=O)[C@H]23)cc1OC	-1.5	-4	-0.9	-1.8	0	1.2	-2	-0.2	0.5	0.6	-1
C=CCn1cc(C(=O)NCCOC)c(=O)c2cc(S(=O)(=O)N3CCCCCC3)ccc21	-1.1	-2	-2.3	-1.7	-2	-2.7	-10	0.0	0.8	-1.8	0
O=C(c1ccnc(Cl)c1)N1CCCC(N2CCN(c3ccccc3F)CC2)C1 (centres undefined)	-1.1	0	1.9	-0.4	-2	-0.4	-3	-1.7	-0.8	-0.5	-4
CC1=CCC2C(=O)N(c3ccc(C(=O)Nc4ccccc4Cl)cc3)C(=O)C2C1 (centres undefined)	-1.1	-1	0.3	0.2	3	-2.8	-3	0.3	0.5	0.8	1
C#CCOC(=O)C1C2C=CC(C2)C1C(=O)O (centres undefined)	-1.4	-3	1.5	3.3	-1	-1.3	0	0.1	-0.1	-0.2	3
Cn1c(=O)c2c(O)c(Cc3ccccc3)c(=O)[nH]c2n(C)c1=O	-0.5	0	-3.1	1.3	0	1.6	0	0.6	1.4	1.0	-4
COCCNC(=O)Cn1nc(-c2ccccc2F)ccc1=O	-0.5	-8	-0.8	0.3	0	-0.5	-9	-0.4	0.3	-2.3	-2
CSc1nnc(CCCCCNC(=O)OC(C)(C)C)o1	0.1	0	0.4	2.4	0	-1.1	0	-0.3	-0.5	-0.5	-3
Cc1cc(NC(=O)COc2ccccc2C)ccc1NC(=O)c1ccco1	-1.4	-4	1.5	-2.3	-5	-3.6	7	-0.2	-1.1	1.5	-2
COc1ccc(NC(=O)c2cc3ccccc3[nH]2)cc1	0.3	-2	4.4	17*	2	2.2	8	2.3	6.1*	-0.9	3
COC(=O)c1c(C)[nH]c(C=Nc2ccc(OC)cc2)c1C	0.0	-3	1.5	0.7	-3	-1.1	-9	-0.9	0.3	-0.4	-2
O=C(CN1C(=O)/C(=C/c2ccccc2F)Sc2ccccc21)N1CCN(c2ccccn2)CC1	0.0	3	-0.2	1.2	-1	2.0	-3	0.7	2.3	-0.9	4
C=CCn1c(=O)c(C(=O)NC(C)c2ccccc2)c(O)c2ccccc21 (centres undefined)	-1.0	-1	1.4	-0.7	-1	0.4	3	-0.2	0.8	1.4	5
O=C(CNC(=O)C12CC3CC(CC(C3)C1)C2)N1CCCC(C(F)(F)F)C1 (centres undefined)	-0.7	-2	0.5	1.2	1	1.6	-15	0.1	-0.6	-1.1	3
Cc1nc2cc(NC(=O)Nc3cccc(F)c3)ccc2n1C	0.8	-3	3.5	14*	7	11*	1	5.2*	-2.2	-0.9	-3
CN(CC(=O)Nc1ccccc1Br)C(=O)c1ccc(-c2ccc(Cl)cc2)o1	-0.9	1	1.0	0.4	8.9*	-2.0	-2	-1.9	-0.5	0.4	-8
